Source: PubChem (National Center for Advancing Translational Sciences (NCATS))
AmpC inh detg: inhibitors of E. coli AmpC beta-lactamase with detergent; 370,000 compounds, 0.041% hits; Potency, µM (series often up to 114 µM), for the others: at the top dose activity change, negative = inhibition, hits mostly inhibitors; AmpC hydrolysis of nitrocefin, absorbance 480 nm, 0.01% Triton;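 also: potency is read from the fitted curve at half-maximal effect; 0% = no-compound wells and -100% = no-enzyme wells; nearly all actives have a fitted effect of over 25% in size; some results filed as inactive show a strong effect at the top dose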
Target sequence (P00811 whole entry, looked up): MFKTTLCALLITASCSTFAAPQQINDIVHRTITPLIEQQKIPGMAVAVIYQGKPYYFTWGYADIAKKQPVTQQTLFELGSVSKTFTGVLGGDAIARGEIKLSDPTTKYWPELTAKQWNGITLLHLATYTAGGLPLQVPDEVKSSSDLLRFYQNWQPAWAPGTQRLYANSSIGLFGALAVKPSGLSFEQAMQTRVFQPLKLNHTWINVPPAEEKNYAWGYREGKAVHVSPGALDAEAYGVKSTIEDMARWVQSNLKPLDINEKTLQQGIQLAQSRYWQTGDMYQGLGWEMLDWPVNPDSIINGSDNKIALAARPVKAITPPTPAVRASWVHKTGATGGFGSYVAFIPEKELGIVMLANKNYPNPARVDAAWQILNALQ
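20 mM phosphate pH 7.0 + 0.01% (detergent screen) or 0.0001% Triton X-100; 5.3 nM AmpC reagent; cpd preinc 15 min RT; nitrocefin (800 uM stock) to start; A480 q20 s × 4 min; Activity was normalised to no-enzyme and no-compound control wells.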
HCV inhibitor: HCV inhibition; Potency, µM (series often up to 41.8 µM), without a hit: at the top dose activity change, negative = inhibition, actives largely listed as inhibitors; 340,000 compounds, 3.4% hits; Huh7.5.1 HCVcc-Cre infection, luciferase reporter, 44 h; also: potency is read from the fitted curve at half-maximal effect
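Cells seeded at 1,000/well and cultured 4 h, then compounds added followed by HCVcc-Cre virus (~0.5 moi). After 44 h further culture, luciferase substrate was added, plates held 15 min at room temperature, and luminescence read for 15 sec.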
HCMV antiviral: inhibitors of human cytomegalovirus; HFF cells, HCMV-luciferase reporter, 72 h; stronger effect = lower value; 410,000 compounds, 4.5% hits; activity change, negative = inhibition, % at 57.5 µM; in the data active = activity change below about -60%; inconclusive = no clear call, values can overlap the other calls; inactive = above about -39%
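Steps: HFFs plated, 16 h 37C; compounds added; HCMV-luciferase added to MOI 1 PFU/cell; 72 h 37C; OneGlo reagent, 5 min room temperature; luminescence read, normalized to controls.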
Sm TGR inh: blocks Schistosoma mansoni thioredoxin glutathione reductase. Q962Y6. purified TGR, DTNB reduction, TNB absorbance 405 nm. Potency, µM (series often up to 114 µM), for the others: top-dose activity change, negative = inhibition, hits mostly inhibitors. 360,000 compounds, 3% hits; also: potency is read from the fitted curve at half-maximal effect; nearly all actives have a fitted effect of over 60% in size
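TGR 20 nM + NADPH 100 uM (dispensed conc.), cpd preinc 15 min RT; start with NADPH (500 uM addition) then DTNB (15 mM addition). Kinetic TNB absorbance, 405 nm filter. Four-parameter Hill fit across titration.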
AmpC no deterg: blocks E. coli AmpC beta-lactamase in detergent-free assay. 330,000 compounds, 0.52% hits. AmpC nitrocefin hydrolysis, absorbance 480 nm, 0.0001% Triton. AID 485341. P00811. Potency, µM (series often up to 57.1 µM), inactives show at the highest dose activity change, negative = inhibition, actives largely listed as inhibitors;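 also: potency is read from the fitted curve at half-maximal effect; plate controls were no compound for no effect and no enzyme for full effect; nearly all actives have a fitted effect of over 20% in size; some results filed as inactive show a strong effect at the top dose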
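20 mM phosphate pH 7.0 + 0.01% (detergent screen) or 0.0001% Triton X-100; 5.3 nM AmpC reagent; cpd preinc 15 min RT; nitrocefin (800 uM stock) to start; A480 q20 s × 4 min; Activity was normalised to no-enzyme and no-compound control wells.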
Giardia FBPA inh: inhibitors of Giardia lamblia fructose-1,6-bisphosphate aldolase; Potency, µM (doses to about 59.6 µM), without a hit: top-dose activity, negative = inhibition, usual class: inhibitors; 290,000 compounds, 0.71% hits; A8B2U2; purified Giardia FBPA; also: potency is read from the fitted curve at half-maximal effect; nearly all actives have a fitted effect of over 55% in size
Target sequence (A8B2U2 whole entry, looked up): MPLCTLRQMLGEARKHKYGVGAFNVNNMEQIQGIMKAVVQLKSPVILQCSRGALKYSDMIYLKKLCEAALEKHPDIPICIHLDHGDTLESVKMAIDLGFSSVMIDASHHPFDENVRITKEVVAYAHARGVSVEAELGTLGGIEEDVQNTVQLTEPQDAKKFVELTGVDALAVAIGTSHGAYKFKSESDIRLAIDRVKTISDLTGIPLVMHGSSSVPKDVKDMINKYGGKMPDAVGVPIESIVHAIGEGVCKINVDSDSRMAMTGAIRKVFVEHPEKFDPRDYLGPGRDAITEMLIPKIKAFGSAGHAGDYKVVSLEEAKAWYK
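40 nM FBPA preincubated 10 min at RT with compound (up to 57.5 uM final), then substrate plus GAPDH/TPI/NAD/arsenate coupling and diaphorase/resazurin added. Fluorescence read after 20 min at RT, 525/598 nm.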
* hit, by the source's call; ? = inconclusive; . = no result given; & = joins results of further samples; [ ] = another dose, or the depositor's remark. Unless noted, calls follow the shape of the dose curve; as a rule, active = well fitted curve in the direction sought with a large enough effect; inconclusive = small, poorly fitted or top-dose-only effect, or another doubt; inactive = no such curve, though single readings can be large; an effect the other way counts as inactive or inconclusive. Unless noted, % is scaled to controls: 0 for no effect and ±100 for the full control effect.

SMILES	AmpC inh detg	HCV inhibitor	HCMV antiviral	Sm TGR inh	AmpC no deterg	Giardia FBPA inh
C#CCOCCOCCOCCNc1nc(N2CCN(C(=O)[C@H]([C@@H](C)CC)n3cc(CCCCN)nn3)CC2)nc(N2CCN(C(=O)[C@H](C)n3cc(CCCN=C(N)N)nn3)CC2)n1	?	12%	-13	3%	208%[activator]	.
CC1CN(c2nc(N(C)c3ccccc3)nc(N)c2[N+](=O)[O-])CC(C)O1 (centres undefined)	1%	?	-16	7%	-8%	1%
COc1cccc(C(=O)Nc2nc(-c3nnn(-c4cccc(Cl)c4C)c3C)ns2)c1	-1%	.	-7	10%	.	.
O=C(O)c1ccc(/C=N/Nc2nc(N3CCCCC3)nc(N3CCCCC3)n2)cc1	7%	14%	-33	0%	-25%	2%
O=C(COn1nnc2ccc(C(F)(F)F)cc21)Nc1nnc(-c2ccccc2)o1	2%	-17%&10%	44	7%	-23%	15%
COc1ccc(CN2C(=O)CSCC2=O)cc1OC	-2%	25%	-8	2%	-16%	1%
COCCCNC(=O)[C@H](Cc1c[nH]c2ccccc12)NC(=O)OCc1ccccc1	-1%	5%	-38	1%	24%	1%
CC(C)(C)Cc1nnc(NS(=O)(=O)c2ccc(F)cc2)s1	?	24%	28	-8%	-18%	-5%
CCc1c(C(=O)Nc2ccncc2)csc1C	1%	?	-100*	-23%	-11%	-7%
Cc1cc2c(cc1S(=O)(=O)N1CCOCC1)NC(=O)CO2	-2%	8%	?	5%	2%	-5%
N#CC1=C(N)OC2=C(CCC/C2=C/c2ccoc2)C1c1ccoc1 (centres undefined)	0%	4%	.	18µM*	0.28µM*	-5%
COc1ccccc1C(=O)NCCC(=O)N1CCN(S(=O)(=O)c2ccc(Cl)cc2)CC1	6%	12%	0	-30%	83%[activator]	.
Cc1cc(C(=O)Nc2sc(C)c(-c3ccc(F)cc3)c2C(N)=O)no1	?	5%	-9	3%	-6%	-4%
CCOc1cccc(C(=O)NCc2ccccc2)c1	-2%	5%	3	.	-7%	9%
CN1C(=O)S/C(=C/c2ccccc2OCc2ccc(C(=O)O)cc2)C1=O	7%	22%	42	-2%	-31%	16%
COc1ccc(S(=O)(=O)c2c(O)c3ccc(C(=O)Nc4ccc(F)cc4F)cc3[nH]c2=O)cc1	-11%	-5%	-38	0%	-25%	28%
O=C(c1cc(-c2cccc(Cl)c2)nc2ccccc12)N1CCCC1	6%	-5%	41	-2%	133%[activator]	0%
COc1cc(NC(=O)COC(=O)/C=C/c2c(C)nn(C3CCS(=O)(=O)C3)c2Cl)cc(OC)c1OC (centres undefined)	-2%	?	15	-4%	6%	-4%
Cc1ccc(NCCC(=O)c2cccs2)cc1	-2%	12%	5	1.3µM*	-15%	2%
Nc1c(C(=O)Nc2ccc(Cl)cc2)sc2nc3c(cc12)N1CCC3CC1	1%	.	-86*	-11%	.	.
O=[N+]([O-])c1ccc(S(=O)(=O)Nc2ccc(S(=O)(=O)N3CCCC3)cc2)cc1	3%	-17%	3	-4%	-17%	.
Cc1cccc(OC(=O)CCN2C(=O)C3C4C=CC(C5CC45)C3C2=O)c1C (centres undefined)	3%	10%	4	20%	56%	1%
CC(OC(=O)c1ccccc1NCCO)C(=O)Nc1ccc(S(=O)(=O)N2CCOCC2)cc1 (centres undefined)	-5%	8.9µM*	-20	6%	40%	.
COC(=O)c1c(NC(=O)CSc2nnnn2-c2ccccc2)sc2c1CCC(C(C)(C)C)C2 (centres undefined)	3%	14%	-5	8%	11%	14%
Cc1cc(C[n+]2cc(Cl)ccc2N)c2ncccc2c1	1%	-17%	-9	0%	-11%	4%
Cc1c(C(=O)OC(C)C)[nH]c2c1C(=O)CC(C)(C)C2	?	?	19	0%	-10%	-2%
CC1CCc2cc(F)cc3c(O)c(C(=O)NCc4ccco4)c(=O)n1c23 (centres undefined)	2%	-22%	-6	-12%	-27%	1%
Cc1ccc(OCC(=O)Nc2ccc3c(c2)OCO3)c([N+](=O)[O-])n1	2%	-8%	42	-16%	-19%	-2%
COc1ccccc1C(=O)N(CN1CCCC1=O)c1cccc(Cl)c1	0%	-19%	-16	-14%	-6%	-2%
Cc1[nH]c2ccccc2c1C(=O)CN1CCC(C)CC1	1%	0%	3	?	-10%	-7%
CC1(C)Cc2c(cnn2-c2cccc(F)c2)C(NC(=O)CSc2ccccn2)C1 (centres undefined)	-1%	2%	6	-6%	-2%	5%
CSc1ccccc1NC(=O)c1cc(Cl)sc1Cl	-10%	6%	-33	-3%	-36%	-3%
CCOC(=O)c1noc2ncnc(Nc3cccc(OC)c3)c12	-7%	.	-10	-1%	.	.
CC(C)C[C@H](NC(=O)C1CCN(S(=O)(=O)c2ccccc2)CC1)C(=O)NCc1cccnc1	0%	26%	-19	3%	6%	.
CCn1c(CSCc2ccc(C)cc2)nnc1SCC(=O)N1CCN(c2ccccc2)CC1	3%	?	-34	-17%	133%[activator]	-3%
CN(C)c1ccnc2sc(C(=O)c3ccccc3)c(N)c12	-12%	?	48	-3%	-30%	2%
Cc1nc(C)c(C(=O)Nc2ccc(Oc3ccccc3)cc2)o1	3%	?	-89*	3%	45%	-3%
COc1cccc(C(=O)NC(=S)Nc2ccc3c4c(cccc24)CC3)c1	2%	3%	110	-29%	-40%	-3%
COc1ccccc1C(=O)Nc1ccc2nc(SCCOc3ccccc3C)sc2c1	10%	.	-20	28%	.	.
CCc1ccc(NS(=O)(=O)c2ccc3oc(=O)c4ncn(CC)c4c3c2)cc1	-5%	.	0	-1%	.	.
CCc1ccc(NC(=S)N2CCN(S(=O)(=O)c3ccccc3)CC2)cc1	3%	-25%	?	0%	-40%	.
COc1ccc(NC(=O)NCc2cccn2C)c(OC)c1	6%	-11%	43	5%	-15%	2%
CC(O)CNC(=S)Nc1ccccc1 (centres undefined)	?	40%[activator]	67	15%	-27%	0%
CSC1=C(C#N)C(c2ccccc2Cl)C2=C(N1)c1ccccc1C2=O (centres undefined)	?	8%	-30	?	-33%	-12%
CC(C)C(C(=O)O)N1C(=O)/C(=C/c2cccn2C)SC1=S (centres undefined)	-6%	7%	34	-26%	-16%	-2%

An excerpt from above in order of count of non-hydrogen atoms, ascending.
SMILES	AmpC inh detg	HCV inhibitor	HCMV antiviral	Sm TGR inh	AmpC no deterg	Giardia FBPA inh
CCc1c(C(=O)Nc2ccncc2)csc1C	1%	?	-100*	-23%	-11%	-7%
Cc1cc2c(cc1S(=O)(=O)N1CCOCC1)NC(=O)CO2	-2%	8%	?	5%	2%	-5%
Cc1cc(C(=O)Nc2sc(C)c(-c3ccc(F)cc3)c2C(N)=O)no1	?	5%	-9	3%	-6%	-4%
CC1CCc2cc(F)cc3c(O)c(C(=O)NCc4ccco4)c(=O)n1c23 (centres undefined)	2%	-22%	-6	-12%	-27%	1%
O=C(COn1nnc2ccc(C(F)(F)F)cc21)Nc1nnc(-c2ccccc2)o1	2%	-17%&10%	44	7%	-23%	15%
CC(C)C[C@H](NC(=O)C1CCN(S(=O)(=O)c2ccccc2)CC1)C(=O)NCc1cccnc1	0%	26%	-19	3%	6%	.
COc1ccc(S(=O)(=O)c2c(O)c3ccc(C(=O)Nc4ccc(F)cc4F)cc3[nH]c2=O)cc1	-11%	-5%	-38	0%	-25%	28%

Exported as a markdown table: part of the list above.
| compound | AmpC inh detg | HCV inhibitor | HCMV antiviral | Sm TGR inh | AmpC no deterg | Giardia FBPA inh |
| --- | --- | --- | --- | --- | --- | --- |
| COc1ccc(NC(=O)NCc2cccn2C)c(OC)c1 | 6% | -11% | 43 | 5% | -15% | 2% |
| CCOC(=O)c1noc2ncnc(Nc3cccc(OC)c3)c12 | -7% | . | -10 | -1% | . | . |
| CC(O)CNC(=S)Nc1ccccc1 (centres undefined) | ? | 40%[activator] | 67 | 15% | -27% | 0% |

Other compounds
SMILES	AmpC inh detg	HCV inhibitor	HCMV antiviral	Sm TGR inh	AmpC no deterg	Giardia FBPA inh
CCCCOC(=O)Cn1c(=N)n(CCN(CC)CC)c2ccccc21	-8%	7%	-3	4%	-29%	-2%
CCn1c(SCC(=O)N/N=C(\C)c2ccncc2)nnc1-c1ccccc1	4%	4%	-37	0%	0%	0%
Cc1cc(C)n(CCNC(=O)C2CCC(=O)N(CCc3cccc(F)c3)C2)n1 (centres undefined)	-2%	-8%	-17	-4%	21%	.
N#Cc1nc(COc2ccc(Br)cc2)oc1NCCN1CCOCC1	-3%	-22%	-39	-35%	119%[activator]	4%
O=C(Cn1cnc2ccccc21)NC(c1ccccc1)c1ccccc1	?	-18%	-20	-14%	0%	.
COc1cccc(C(=O)NNC(=O)C(=O)N2CCCCC2)c1	0%	11%	-67*	.	-9%	-2%
S=c1[nH]nc2c3c4c(sc3ncn12)CCCC4	?	9%	-27	0%	-45%	19%
Cn1c(C(=O)N2CCCc3ccccc32)cc2sccc21	-2%	-20%	-12	4%	26%	13%
CN(c1ccccc1)S(=O)(=O)c1cccc(NC(=O)c2cc3ccccc3oc2=O)c1	-7%	6%	-33	-2%	-18%	0%
Cc1cccc(Cn2c(CN3CCC(C(=O)NC(C)C)CC3)cc3ccccc32)c1	9%	.	-14	2%	.	.
COc1cccc(COCCN2CCN(S(=O)(=O)c3ccc(C)cc3)CCC2=O)c1	?	-13%	-5	-4%	133%[activator]	1%
CCN(CCCNC(=O)c1cc2c(=O)n(CC)c3ccccc3c2s1)c1cccc(C)c1	21%	.	-36	5%	.	.
Cc1ccc(S(=O)(=O)Nc2cc(C(C)C)c(O)cc2C)cc1	?	-24%	?	1%	-27%	1%
Cc1ccc(NC(=O)c2cn(CCC#N)nc2-c2cccs2)c([N+](=O)[O-])c1	3%	?	?	8%	20%	-14%
CCOC(=O)C1CCCN(C(=O)c2ccccc2NS(=O)(=O)c2ccc(F)cc2)C1 (centres undefined)	.	7%	15	.	-10%	.
Cc1cccc(NC(=O)CSc2nnc(CNC(=O)c3ccco3)o2)c1C	0%	12%	36	3%	-4%	.
O=C(Nc1cccc(S(=O)(=O)N2CCOCC2)c1)c1ccco1	-1%	1%	6	-4%	-8%	5%
Cc1cc(O)c2c(C)c(CC(=O)N3CCCCC3)c(=O)oc2c1	13%	.	1	8%	.	.
Cc1ccc(-c2nn(CCC(=O)Nc3cccnc3)c(=O)c3ccccc23)cc1	9%	-9%	0	0%	31%	-1%
CC(C)C(=O)NCC(c1ccc2c(c1)OCO2)N1CCN(c2ccccc2F)CC1 (centres undefined)	-4%	.	4	4%	.	.
Cc1c2cnn(CC(=O)NCCCN3CCCCC3C)c(=O)c2c(C)n1Cc1ccccc1 (centres undefined)	-11%	0%	-23	0%	26%	-11%

Hits appear at their usual frequency; any-hit rate near 9.9%.
